Compound activity deposited in PubChem by several laboratories.
bovine MsrA act: activators of bovine methionine sulfoxide reductase A | purified bovine MsrA, absorbance read-out | activation, % at 10.6 µM | actives 0.3% (n = 360,000); in the data active means activation above about 7.5%;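 further: 0% = vehicle and 100% = reference activator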
MsrA inh: inhibitors of bovine MsrA | purified bovine MsrA, absorbance read-out | inhibition, % at 15.5 µM | actives 0.75% (n = 360,000); in the data active means inhibition above about 4.5%;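 further: 0% = vehicle wells with enzyme and 100% = reference inhibitor wells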
E coli Lon inh: inhibitors of E. coli Lon protease. purified E. coli Lon protease, fluorescence polarization. inhibition, % at 7.94 µM. actives 0.42% (n = 360,000). AID 602123; in the data active means inhibition above about 13%, passing the limit was not always enough;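 further: 0% = enzyme with probe and DMSO and 100% = no enzyme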
SKN-1 inh: blocks SKN-1 activity in C. elegans; AID 624304; inhibition, % at 21.8 µM; actives 0.49% (n = 360,000); C. elegans VP596 Pgst-4::GFP/RFP ratio, acrylamide-induced, 24 h;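 active means interference check ratio from 0.5 to 1.5 plus GFP to RFP signal ratio inhibition reaching or exceeding a fixed threshold, cut at about 30% in these data, passing the limit was not always enough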; further: some compounds called inactive have numbers as strong as hits
Rin1-Abl PPI inh: human Rin1-Abl interaction inhibition | TR-FRET Rin1/Abl binding, biochemical | inhibition, % at 7.35 µM | P00519+Q13671 | AID 588664 | actives 0.4% (n = 360,000); in the data active means inhibition above about 5%, passing the limit was not always enough
FAS-TE inh: inhibitors of human fatty acid synthase thioesterase domain | recombinant FAS-TE, OMFH fluorogenic substrate, fluorescence endpoint | P49327 | actives 0.67% (n = 360,000) | inhibition, % at 15 µM;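 active means compounds whose normalised, plate-corrected inhibition of enzyme fluorescence in the single-dose primary screen is 50% or more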;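 further: 0% = DMSO with enzyme and 100% = substrate without enzyme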
Neddyl block: inhibitors of human cullin neddylation; AID 651699; TR-FRET cullin neddylation, biochemical; actives 0.58% (n = 360,000); calls only at 25 µM; P61081+Q13564; in the data active means inhibition above about 36%
MT1-MMP act inh: MT1-MMP (human) activation inhibition | P50281 | HT1080 RFP-PRO-GFP cells, GFP/RFP ratio fluorescence, overnight; percent of plate control window, DMSO zero | GFP/RFP ratio change, % at 20 µM | actives 0.061% (n = 360,000) | AID 651647;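 active means GFP/RFP ratio change of at least 30% with cell ATP level not reduced by more than half and red fluorescence within 50% of control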; further: strong numbers were not always called active
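Compound: 20 µM single dose, 1% DMSO / System: HT1080 RFP-PRO-GFP cells / Controls: DMSO and RFP-L50D-GFP cell wells / Read-out basis: GFP/RFP fluorescence ratio / Schedule: overnight compound exposure at 37 °C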
NRP1-CendR mod: alters CendR peptide binding to human NRP-1 | inhibition, % at 25 µM | actives 0.85% (n = 360,000) | FAM-RPARPAR peptide binding to NRP-1, fluorescence polarization;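 active means inhibition or corrected inhibition above about 18%, plus a signal ratio from 0.5 to 1.5, limit read from the data, passing the limit was not always enough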; further: strong numbers were not always called active
* hit, by the source's call; i = inactive; / = not tested or not shown.

SMILES,FAS-TE inh,MsrA inh,Rin1-Abl PPI inh,Neddyl block,bovine MsrA act,NRP1-CendR mod,MT1-MMP act inh,SKN-1 inh,E coli Lon inh
COC(=O)Cn1nc(-c2ccc(C)cc2)c2ccccc2c1=O,5.8,0.1,-0.5,i,-3.2,2.1,2.0,2.7,-0.1
NC(=O)CSc1nccn1Cc1ccc(Cl)cc1,0.2,-1.3,-0.6,i,-3.2,0.8,-0.5,-1.3,0.7
CCn1cc(/C=N\NC(=O)c2csc3ccccc23)c(C)n1,0.7,0.5,-1.7,i,-3.4,-3.8,2.9,-42.9,-10.1
COc1cc(OC)cc(-c2nc3ccccc3c(=O)o2)c1,2.5,0.0,-5.0,i,-5.4,-22.5,3.5,-40.6,-6.6
O=C(COC(=O)c1ccc(Br)o1)NCCc1ccccc1,-4.1,-0.1,-5.8,i,-0.5,1.9,-0.7,14.6,0.7
Nc1cc(-c2ccc(Br)cc2)nn1S(=O)(=O)c1ccccc1,13.2,1.8,0.0,i,-1.1,-6.2,-3.5,1.9,-4.6
S=C(NCc1ccco1)Nc1ccc(Cl)cc1,-5.8,-0.4,3.4,i,-2.0,-4.5,6.0,10.0,6.3
O=C(Nc1ccc(SC(F)(F)F)cc1)c1ccccn1,16.2,0.0,1.5,i,-3.5,10.0,-1.0,11.1,-4.5
NS(=O)(=O)c1ccc(CCNC(=O)COC(=O)COc2cccc(C(F)(F)F)c2)cc1,-1.8,0.0,0.6,i,-1.0,-7.4,0.2,7.0,1.8
Cc1ccc(NC(=O)CN(C)C(=O)Cc2ccc(Cl)c(Cl)c2)cc1,35.2,0.6,2.0,i,-0.8,-2.2,-1.8,11.7,9.6
Cc1csc(NC(=O)c2cc(-c3ccncc3)nc3ccccc23)n1,-4.0,-0.2,-1.6,i,-3.2,6.6,-8.2,8.8,-7.0
Cc1cc(C)c(S(=O)(=O)Nc2nccs2)c(C)c1,-5.0,-0.6,-1.7,i,-4.3,-0.8,-1.8,12.6,-6.3
CCC(=O)N1C(C(=O)N2CCCC2)CSC1c1ccc(OC)cc1 (centres undefined),-5.6,1.0,0.0,i,0.1,6.4,-2.9,13.5,-0.8
Nc1cc(=O)[nH]c(SCC(=O)Nc2ccc(Oc3ccccc3)cc2)n1,-2.1,0.5,1.6,i,-2.6,11.2,5.0,27.5,-5.1
O=c1[nH]c(=O)n([C@H]2C[C@H](O)[C@@H](CO)O2)cc1Br,-2.5,0.0,-2.9,i,-4.0,-4.0,3.9,12.8,8.8
O=C(C1CC1)N1CCN(C(c2ccccc2)c2ccccc2)CC1,-0.5,0.0,1.0,i,0.4,9.3,1.6,4.4,-8.3
CC(C)(C)c1ccc(OCc2cnc(Cl)s2)cc1,-9.9,1.6,2.4,i,-1.6,0.0,1.4,15.8,5.8
Cc1ccc(NC(=O)[C@H](NC(=O)[C@@H]2Cc3ccccc3CN2)c2ccccc2)cc1C,6.0,-1.3,-1.9,i,-5.6,3.3,1.5,-3.2,-1.9
O=C(Nc1ccccn1)c1ccc(S(=O)(=O)N2CCCCCC2)cc1,0.2,-0.3,-0.2,i,-9.0,-6.9,-0.7,0.6,-6.1
COc1cccc(C2N(c3ccc(Cl)c(Cl)c3)C(=O)C3CCCN32)c1OC (centres undefined),9.2,1.0,-0.2,i,1.5,5.2,-1.4,-23.9,-2.1

SMILES,FAS-TE inh,MsrA inh,Rin1-Abl PPI inh,Neddyl block,bovine MsrA act,NRP1-CendR mod,MT1-MMP act inh,SKN-1 inh,E coli Lon inh
CC(=O)Nc1ccc(S(=O)(=O)N2CCN3CCCC3C2)cc1 (centres undefined),-6.4,-0.5,-0.7,i,-2.0,0.5,1.8,14.8,-6.8
Cc1ccc(C)c(OCCn2ccnc2)c1,-5.9,/,10.2*,i,-2.9,5.0,-0.5,-16.8,-3.0
COc1ccc(CSCC(=O)N/N=C/c2ccccc2OCc2ccccc2)cc1,19.9,0.5,4.1,i,-3.1,-7.3,1.0,4.4,-4.1
OCC(CO)(CO)NCc1ccc(-c2ccccc2)cc1,-7.0,0.9,-1.1,i,-1.1,-7.0,-0.9,5.4,1.1
Cc1ccc(NC(=O)C2CCN(S(=O)(=O)c3ccc4c(c3)NC(=O)C(C)S4)CC2)c(C)c1 (centres undefined),-0.8,2.0,0.0,i,-3.6,-1.4,-0.6,0.9,1.1
COc1cc(SC)ccc1C(=O)Nc1ccc2c(c1)OCCO2,13.6,0.9,-1.2,i,-4.8,7.0,3.6,4.0,-4.9
CN(C)c1nc(Oc2ccc(OCCOc3ccccc3)nn2)nc(N(C)C)n1,4.3,-0.5,-1.1,i,-2.9,-0.6,2.3,-1.8,0.6
COC(C[C@@H](O)CC(=O)[C@@H](C)OCc1ccccc1)OC,-13.7,0.0,3.6,i,-6.3,21.0,-1.3,-11.5,-4.8
CCNC(=O)C1(C)CCCN(Cc2cccc3c2OCCO3)C1 (centres undefined),-6.1,-0.1,-0.3,i,-2.2,-6.9,0.8,1.0,-1.4
COc1ccccc1C(CNC(=O)COc1ccccc1C)N1CCCC1 (centres undefined),-6.3,-1.3,3.2,i,-8.1,1.6,2.1,-6.8,1.5
Cc1ccccc1N=C1Nc2ccccc2N[C@]12C[C@H]1CCC(=O)N3CC[C@@H](C2)[C@@H]13,-11.8,0.4,0.2,i,-2.1,-5.2,-0.3,10.3,2.1
CCOC(=O)c1ccc(N2N=C(C)/C(=C/C=C/c3ccco3)C2=O)cc1,-4.8,-0.9,0.2,i,-2.2,-10.2,-1.3,8.8,-5.3
CSc1ccccc1NC(=O)CN(C)CC(=O)Nc1ccc(Cl)cc1[N+](=O)[O-],-0.6,-0.1,2.1,i,-3.0,-3.4,1.4,-9.7,-1.3
Cc1ccc(NC(=O)Cc2nc(COC(=O)C(C)NS(=O)(=O)c3ccc(C)cc3)cs2)cc1 (centres undefined),13.6,0.9,-1.6,i,0.5,-13.0,-0.1,-10.0,-4.2
N/C(=N\OC(=O)C1CCCCC1)c1cccnc1,-7.6,/,-1.5,i,-9.8,-3.1,1.7,15.2,-7.5
COc1ccc(N(CC(=O)Nc2cccc(C)c2)S(=O)(=O)c2ccc(C)cc2)cc1OC,-5.8,-1.2,1.9,i,-3.1,-4.9,1.2,16.9,6.5
O=C(NC(=S)N1CCc2ccccc21)c1ccccc1Cl,-6.1,1.8,2.7,i,-4.0,-0.9,12.8,-2.7,5.4
CC[C@H](C)[C@H]1CNC(=S)N1CC1CCN(CCC(C)(C)C)CC1,-10.8,0.5,-2.3,i,-3.4,-6.8,6.3,-4.2,-4.7
C/C(=N\NC(=O)Cc1cccn1C)c1cccc2ccccc12,-7.5,1.9,-0.9,i,-13.3,-3.4,-13.3,-51.1,-1.5
CCOc1ccc(-c2cnc(NCc3cccc4ccccc34)n2CCOC)cc1,7.0,0.2,-0.6,i,-3.3,0.0,1.9,-1.8,-0.3

SMILES,FAS-TE inh,MsrA inh,Rin1-Abl PPI inh,Neddyl block,bovine MsrA act,NRP1-CendR mod,MT1-MMP act inh,SKN-1 inh,E coli Lon inh
COc1cccc(CNC(=O)C2CCN(Cc3cnn(-c4ccccc4)c3-n3cccc3)CC2)c1,-4.5,0.4,3.3,i,-1.8,12.9,0.5,6.3,-2.1
Cc1cc(C(=O)N2CCc3ccccc32)ccc1[N+](=O)[O-],5.3,0.5,-3.4,i,-2.6,-8.3,3.8,-7.6,-4.8
O=C(NCc1cccnc1)c1cn(CCc2ccccc2)nn1,-0.9,0.7,-5.3,i,-4.1,-0.2,-0.3,-7.2,-3.3
COc1cccc(N2CCN(C(=S)Nc3cc(C)cc(C)c3)CC2)c1,1.4,0.4,-3.1,i,-9.9,-1.5,-2.1,2.2,0.9
CC(CN1CCOCC1)OC(=O)C(c1ccccc1)c1ccccc1 (centres undefined),2.8,1.3,1.9,i,-0.3,1.8,0.1,22.4,-17.9
CCCC(=O)C1=C(N2CCCCC2)CC(C)(C)C(C(=O)OC)C1=O (centres undefined),-0.9,1.8,4.2,i,-2.9,6.9,3.5,-9.6,7.2
COc1ccc(S(N)(=O)=O)cc1C(=O)OCCCC(=O)c1ccccc1,-4.0,0.6,2.8,i,-2.1,7.0,1.3,-8.5,8.7
Cc1noc(C)c1COC(=O)c1cccc(S(=O)(=O)N2c3ccccc3CC2C)c1 (centres undefined),23.1,1.4,-1.1,i,1.4,10.4,-15.4,-2.9,-4.0
CC1CCC/C(=N/NC(=O)c2ccccc2-n2cccc2)C1 (centres undefined),-8.8,0.9,-0.4,i,-3.4,-9.8,-0.1,4.6,-1.2
N/C(=N\O)c1ccccc1N1CCCCC1,-5.6,-0.7,0.8,i,-8.7,-1.5,3.2,-8.2,12.3
O=C(CCc1ccccc1)N=C1SC2CS(=O)(=O)CC2N1c1ccc(F)cc1 (centres undefined),-1.2,-0.7,-0.2,i,-1.7,7.6,-1.6,2.2,11.2
CCOC(=O)Cn1c(=O)oc2cc(S(=O)(=O)NCCC(C)C)ccc21,-7.1,0.0,5.7,i,-4.8,1.4,1.7,-12.6,-8.0
CC(C)N1C(=O)NC2NC(=O)N(C(C)C)C21 (centres undefined),-1.1,-0.4,0.3,i,-1.4,14.8,-0.2,1.5,3.7
CCc1ccc(C(=O)C(C)OC(=O)c2cccc(S(=O)(=O)N3CCOCC3)c2)cc1 (centres undefined),30.5,-2.4,0.3,i,-0.1,-0.7,7.4,-5.6,-9.0
O=C(c1ccc(COc2ccc(Cl)cc2)cc1)N1CCCCC1,21.2,0.7,-2.7,i,-9.2,22.2,-0.3,12.1,-0.7
C=CCOc1c(Br)cc(/C=N/Nc2ccc(C(=O)O)cc2)cc1OCC,54.4*,2.9,-0.6,/,-4.5,-17.2,-0.4,10.8,3.7
O=S(=O)(c1ccc(F)cc1)N1CCCC(c2nc(-c3ccc(F)cc3)no2)C1 (centres undefined),58.3*,-0.2,1.7,i,1.2,5.7,2.4,-11.1,10.4
C[C@@H](CN1C(=O)C(=O)NC[C@@H]1Cc1ccc(O)cc1)NC(=O)Cc1ccccc1,-11.1,0.0,-0.2,i,3.1,4.0,0.5,2.2,-1.8
CCc1ccc(N2C(=O)C3C(C2=O)N2CCCN2C3c2ccccc2)cc1 (centres undefined),-3.3,1.4,1.3,i,-2.9,5.3,0.5,13.7,6.1
CCc1noc(C)c1C(=O)N(CC)CC(=O)NCc1ccc(F)cc1,-6.9,-1.1,-4.2,i,-0.8,-9.5,1.2,9.8,0.4
CCC1=CC(c2ccccc2)n2ncnc2N1 (centres undefined),-10.6,0.4,-2.6,/,-3.0,9.5,0.3,0.1,5.1
O=c1[nH]c(CSc2nc3ccccc3o2)nc2c1cnn2-c1ccccc1,-7.9,0.7,-0.7,i,-4.7,-15.8,0.9,10.0,-9.3
COc1ccc(CCn2nnnc2C(c2ccccc2)N2CCN(C)CC2)cc1OC (centres undefined),-1.8,-0.2,-6.9,i,-4.1,3.6,-4.5,5.3,9.3

A run of entries from further up:
SMILES,FAS-TE inh,MsrA inh,Rin1-Abl PPI inh,Neddyl block,bovine MsrA act,NRP1-CendR mod,MT1-MMP act inh,SKN-1 inh,E coli Lon inh
COC(=O)Cn1nc(-c2ccc(C)cc2)c2ccccc2c1=O,5.8,0.1,-0.5,i,-3.2,2.1,2.0,2.7,-0.1
NC(=O)CSc1nccn1Cc1ccc(Cl)cc1,0.2,-1.3,-0.6,i,-3.2,0.8,-0.5,-1.3,0.7
CCn1cc(/C=N\NC(=O)c2csc3ccccc23)c(C)n1,0.7,0.5,-1.7,i,-3.4,-3.8,2.9,-42.9,-10.1
COc1cc(OC)cc(-c2nc3ccccc3c(=O)o2)c1,2.5,0.0,-5.0,i,-5.4,-22.5,3.5,-40.6,-6.6

An unsorted share of the library. About 4.2% of those tested had a hit in this group.
